Apaf-1 inh – inhibitors of human Apaf-1 apoptosome; reconstituted apoptosome caspase-3 activity, DEVD-Rh110 fluorescence; inhibition, % at 20 µM; 330,000 tested, 0.71% active; AID 489030; active = inhibition of at least 40% at 20 µM;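 also: plate controls were DMSO wells for no effect and DEVD-CHO caspase inhibitor wells for full effect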
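Material: reconstituted apoptosome with Apaf-1, cytochrome c, caspase-9, procaspase-3, dATP. Technique: Rh110 fluorescence intensity. Buffer or medium: pH 7.5 Hepes buffer with CHAPS, BSA, DTT. Times: 30 min plus 50 min, RT.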
UBC13 inh – human UBC13 polyubiquitination inhibition; 330,000 tested, 0.47% active; inhibition, % at 20 µM; UBC13 polyubiquitin chain formation, TR-FRET; P61088; in the data active = inhibition above about 45%, passing the limit was not always enough
Target sequence (P61088 whole entry, looked up): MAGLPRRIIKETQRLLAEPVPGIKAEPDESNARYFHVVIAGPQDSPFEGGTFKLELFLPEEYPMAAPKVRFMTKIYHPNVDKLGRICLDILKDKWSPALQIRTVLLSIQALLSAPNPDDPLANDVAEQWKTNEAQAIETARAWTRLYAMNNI
697 NFkB inh – lowers PMA/ionomycin-induced NF-kB signal in 697 B cells | AID 435022 | 330,000 tested, 0.33% active | inhibition, % at 4 µM | 697 B-cell NF-kB luciferase reporter, 16 h; in the data active = inhibition above about 35%
Gli-Sufu block – Gli-Sufu pathway antagonism; Sufu-KO-LIGHT fibroblasts, Gli luciferase reporter luminescence; inhibition, % at 5 µM; 340,000 tested, 0.74% active; AID 588413;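 active = inhibition above about 55%, limit read from the data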;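 also: 0% = DMSO-treated cells and 100% = wells with medium but no cells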
Jurkat NFkB inh – inhibitors of the PMA/ionomycin-induced NF-kB reporter in Jurkat cells | AID 435003 | 330,000 tested, 0.53% active | inhibition, % at 4 µM | PMA/ionomycin-induced NF-kB luciferase reporter, luminescence
CCR6 antag – antagonists of human CCR6 receptor. P51684. CHO-K1 CCR6 PathHunter beta-arrestin, luminescence, CCL20-stimulated. inhibition, % at 20 µM. 340,000 tested, 0.49% active. AID 493098;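 active = compounds whose inhibition of the agonist-driven luminescence signal at 20 µM reaches about 50%, limit read from the data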;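 also: cells stimulated with CCL20 at 14 nM final; plate controls were DMSO with CCL20 for no effect and DMSO without agonist for full effect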
EBI2 antag – EBI2 (human) antagonism. P32249. EBI2 beta-arrestin recruitment, luminescence, 7a,25-OHC stimulated. inhibition, % at 5 µM. 360,000 tested, 0.81% active; in the data active = inhibition above about 38%;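 also: enzyme fragment complementation signal reports receptor beta-arrestin coupling in cells; 0% = agonist plus DMSO wells and 100% = wells without agonist; some results beyond the cut were filed as inactive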
Target sequence (P32249 whole entry, looked up, the tested form may be a part): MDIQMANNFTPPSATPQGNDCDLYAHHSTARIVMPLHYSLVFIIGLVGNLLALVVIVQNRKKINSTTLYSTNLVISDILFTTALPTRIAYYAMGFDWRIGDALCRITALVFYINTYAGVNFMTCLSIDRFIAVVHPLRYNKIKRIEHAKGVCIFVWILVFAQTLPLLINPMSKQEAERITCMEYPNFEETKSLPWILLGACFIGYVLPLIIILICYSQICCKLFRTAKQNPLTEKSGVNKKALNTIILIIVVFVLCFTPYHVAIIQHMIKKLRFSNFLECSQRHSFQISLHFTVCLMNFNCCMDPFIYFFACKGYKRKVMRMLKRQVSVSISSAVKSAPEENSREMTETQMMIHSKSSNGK
SENP8 block – SENP8 protease inhibition; purified SENP8, Z-RLRGG-aminoluciferin cleavage, luminescence; inhibition, % at 10 µM; 330,000 tested, 1.2% active
Target sequence (Q96LD8 whole entry, looked up): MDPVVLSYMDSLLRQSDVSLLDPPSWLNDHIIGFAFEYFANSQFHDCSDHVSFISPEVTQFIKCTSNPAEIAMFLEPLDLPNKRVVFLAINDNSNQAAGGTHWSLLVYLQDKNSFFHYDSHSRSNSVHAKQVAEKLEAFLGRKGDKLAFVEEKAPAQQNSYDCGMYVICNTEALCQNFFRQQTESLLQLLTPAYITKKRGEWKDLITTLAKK
* = called active by the depositor; x = not tested or not shown. Rule as the data show it, unless noted: active = inhibition above about 50%; inactive = the rest. An excerpt. The share of hits here may be higher or lower than overall.

| SMILES | Jurkat NFkB inh | UBC13 inh | EBI2 antag | Gli-Sufu block | CCR6 antag | Apaf-1 inh | 697 NFkB inh | SENP8 block |
| --- | --- | --- | --- | --- | --- | --- | --- | --- |
| CCOC(=O)c1ccc(NC(=S)N(CCN(C)C)C(C)c2ccncc2)cc1 (centres undefined) | -2.7 | 6.4 | -2.8 | 1.4 | 17.9 | 2.6 | -11.8 | 3.6 |
| Cc1ccc(S(=O)(=O)N2[C@@H](c3ccc(Br)cc3)C(C(=O)O)=CC[C@H]2c2ccc3c(c2)OCO3)cc1 | 4.6 | -10.8 | -5.2 | -6.8 | 8.1 | -7.3 | 9.5 | 6.6 |
| Cc1nn2c(N)c(C#N)cnc2c1-c1ccccc1 | -25.6 | 2.5 | -1.7 | -3.2 | -19.6 | 12.1 | -19.3 | -6.9 |
| COc1cc(OC)cc(C(=O)OCC(=O)Nc2ccc(N3CCCCC3)cc2)c1 | -2.1 | 3.1 | -11.8 | -3.5 | 1.2 | -11.5 | 1.5 | -5.0 |
| O=C(CSc1nnnn1-c1ccccc1)NCC1(N2CCCCC2)CCCCC1 | -10.1 | -2.4 | -9.1 | 6.8 | 9.4 | 7.4 | -1.5 | -11.1 |
| Cc1ccc(/C=C/C(=O)Nc2cc(S(=O)(=O)N3CCOCC3)ccc2N2CCOCC2)cc1 | -6.9 | 0.6 | 13.7 | -7.0 | 19.4 | 4.6 | -10.7 | -0.1 |
| Brc1csc(/C=N/Nc2nc3ccccc3s2)c1 | -139.9 | 0.6 | -5.1 | -24.6 | 27.3 | 6.5 | -239.2 | 57.2* |
| CN(C)S(=O)(=O)c1ccc2nnn(OCC(=O)NC34CC5CC(CC(C5)C3)C4)c2c1 | 9.0 | 5.8 | -6.0 | 5.0 | 2.5 | 5.1 | 8.2 | -7.0 |
| CN1CCc2c(sc(NC(=O)Cc3ccccc3)c2C#N)C1 | -10.1 | -4.1 | -7.2 | 6.9 | 2.0 | 1.1 | 12.2 | -9.3 |
| Cc1ccc(OCCNC(=O)C2CC(=O)N(c3ccc(C)cc3)C2)cc1 (centres undefined) | -8.3 | -3.9 | 11.5 | 25.0 | 3.3 | 6.4 | 7.7 | -11.9 |
| O=C(NCCCN1CCCC1=O)c1cc2c(s1)CCCCC2 | -11.2 | 4.1 | -12.1 | -19.3 | 6.1 | -11.8 | -16.1 | -6.8 |
| C[C@@]12C(=O)N(c3ccc(C(F)(F)F)cc3)C(=O)N1[C@@H]1c3ccccc3OC[C@@H]1[C@H]2c1ccccc1 | 32.5 | -9.4 | 29.3 | 4.1 | 13.9 | -3.8 | 19.5 | 7.0 |
| CC(=O)Nc1cccc(-c2csc(Nc3cccc(C)n3)n2)c1 | -211.4 | 10.4 | 10.5 | -92.8 | -22.4 | -5.9 | -243.3 | 90.4* |
| COc1ccccc1N1CCN(C(=O)C(F)F)CC1 | 13.9 | -5.3 | -8.0 | -1.8 | 6.7 | -22.1 | 28.2 | 0.9 |
| O=C(NCCO)c1ccc2nc(Cc3cccc(Cl)c3)oc2c1 | 5.5 | 11.9 | -5.0 | 3.9 | 10.0 | -14.3 | 3.0 | -5.7 |
| COc1cccc(N2CC(NC(=O)c3cccc4ccccc34)CC2=O)c1 (centres undefined) | 2.1 | 1.0 | -5.7 | 0.9 | 12.7 | 6.3 | -4.3 | 8.4 |
| Cc1ccc(NC(=O)C2CCCN2S(=O)(=O)c2ccc3c(c2)n(C)c(=O)c(=O)n3C)cc1C (centres undefined) | -8.4 | -2.9 | 0.9 | 1.4 | 15.3 | 1.1 | 9.7 | 6.5 |
| O=C(CN1C(=O)NC2(CCCCC2)C1=O)Nc1ccc(N2CCOCC2)cc1 | -11.9 | -14.2 | -8.3 | -4.2 | -17.4 | -3.4 | -7.6 | -4.0 |
| COCCCNC(=S)NNC(=S)Nc1ccccc1 | -12.2 | -3.5 | 10.6 | 0.2 | 7.0 | -11.1 | 6.4 | 14.8 |
| O=C1NC(=S)CN1c1ccccc1 | 11.3 | 0.0 | 3.5 | 0.9 | 6.5 | -0.6 | -4.4 | 2.3 |
| Cc1ccc(N(CC(=O)NCc2ccccc2Cl)S(=O)(=O)c2cccs2)cc1 | 11.8 | 1.5 | 16.2 | 14.1 | 4.4 | 3.8 | 4.4 | -1.4 |
| Nc1c(N(CCO)C(=O)C2CCCCC2)c(=O)[nH]c(=O)n1Cc1ccccc1 | 6.0 | 0.5 | -4.9 | -1.6 | 5.7 | -12.3 | 28.4 | 1.4 |
| Cc1cc(C(=O)Nc2nc3ccc(S(C)(=O)=O)cc3s2)c(C)o1 | -40.9 | 4.1 | 6.7 | -32.2 | 14.7 | 20.0 | -40.9 | 41.2 |
| CCN(Cc1ccccc1)CC(O)COc1ccccc1 (centres undefined) | -2.4 | -5.0 | 3.9 | -1.3 | 16.8 | 11.8 | -7.9 | -6.4 |
| O=C(COc1ccc2c(c1)C(=O)CC1(CCCCC1)O2)NCc1ccccc1 | 7.9 | 20.8 | -4.4 | -2.5 | 6.0 | 14.8 | 11.1 | 4.3 |
| CCOCCCNC(=O)COc1ccc(OC)cc1 | -6.2 | 2.4 | -8.0 | 14.2 | 2.1 | -293.3 | 5.9 | 8.0 |
| COc1cc(-c2noc(CCC(=O)NC3CCCC3)n2)cc(OC)c1OC | 8.0 | 9.8 | 1.7 | -18.6 | -10.1 | 3.1 | 8.4 | -1.3 |
| O=C(Nc1nccs1)C(Br)C(Br)c1ccccc1 (centres undefined) | -75.2 | -14.4 | -9.9 | -84.1 | 11.6 | 9.8 | -179.7 | 78.9* |
| Cc1cc2ccccc2c(=O)n1CC(=O)NCC(=O)N1CCN(c2ccccc2)CC1 | 14.7 | 5.6 | -0.9 | 2.5 | 0.1 | 4.3 | 17.9 | 0.5 |
| COc1ccc(-c2cc([C@H]3[C@@H]4C=CCC[C@@]4(C)C(=O)N3Cc3ccccc3)ccc2F)cc1OC | 23.9 | -3.9 | 30.3 | 0.2 | 13.4 | 19.2 | -8.7 | -4.1 |
| O=C(COC(=O)CNC(=O)c1ccc(Cl)cc1Cl)Nc1cccc(S(=O)(=O)N2CCCC2)c1 | 16.5 | 2.3 | 8.2 | 4.2 | -0.8 | 7.0 | 16.0 | 7.5 |
| O=C(NC1CCSc2ccccc21)c1ccccc1Br (centres undefined) | 3.9 | 3.2 | -3.1 | 2.3 | 8.4 | -1.1 | 3.2 | -5.3 |
| CN(Cc1ccncn1)C(=O)C1CCC(=O)N(Cc2cccc(C(F)(F)F)c2)C1 (centres undefined) | 11.4 | -4.4 | -3.6 | -3.5 | -7.1 | 3.8 | 5.8 | 5.9 |
| Cc1c(C(=O)NCc2ccco2)oc2ccc(S(=O)(=O)N3CCC4(CC3)OCCO4)cc12 | -2.0 | 2.0 | 0.4 | 9.7 | 6.6 | 18.1 | -8.0 | 3.7 |
| O=C(C1=C[C@H](c2ccc3c(c2)OCO3)C[C@H](OCCCCO)O1)N1CCOCC1 | 7.3 | 3.4 | -20.9 | -5.5 | 1.8 | 0.2 | 16.1 | 4.9 |
| O=C(c1cccc(C(=O)N2CCN(c3ccccc3F)CC2)c1)N1CCN(c2ccccc2F)CC1 | -14.0 | -5.3 | -2.9 | -11.8 | -2.8 | 11.5 | -19.6 | -0.4 |
| CCOC(=O)/C(=N/Nc1ccccc1)Sc1nnnn1-c1ccc(C)cc1 | 1.5 | -2.4 | 3.8 | -6.3 | 8.9 | 4.5 | 12.3 | -2.1 |
| CN(C)C(=O)c1ccc(NC(=O)COC(=O)CC23CC4CC(CC(Br)(C4)C2)C3)cc1 | -1.4 | 0.8 | -3.0 | -9.3 | 3.4 | 26.8 | 17.0 | -4.9 |
| CN(C)S(=O)(=O)c1cccc(C(=O)NCC(C)(C)CNC(=O)c2cccc(S(=O)(=O)N(C)C)c2)c1 | -0.2 | 9.2 | -3.4 | 17.1 | -1.2 | 7.1 | 9.7 | 4.2 |
| O=C(O)c1nc(N2CCCC2)ncc1Cl | -0.6 | 7.6 | -4.9 | -5.3 | 3.5 | -17.2 | 8.8 | -3.5 |
| Cc1ccc(S(=O)(=O)N(C)CC(=O)Nc2nc3ccccc3s2)cc1 | 6.7 | 16.8 | 5.1 | -8.9 | 10.0 | 18.8 | -20.0 | 0.3 |
| CCOC(=O)N1CCN(C(=O)C2CCN(C(=O)c3ccc([N+](=O)[O-])cc3)CC2)CC1 | 6.9 | 3.0 | 0.5 | 21.9 | -2.1 | 3.7 | 11.6 | -8.5 |
| O=[n+]1c2c(n([O-])c3cc(F)ccc31)CCCC2 | -18.9 | -16.0 | -0.2 | 4.2 | 0.7 | 21.8 | 0.8 | -15.9 |
| O=C(O)c1cccc(N2C(=O)CSC2c2c(F)cccc2Cl)c1 (centres undefined) | 0.5 | -0.2 | 0.0 | -0.2 | -19.4 | 3.0 | 4.4 | -0.3 |
| Cc1ccc2c(c1)-c1c(cnn1CC(=O)N1CCCN(Cc3ccccc3F)C1)CO2 | 11.9 | 11.7 | 2.7 | x | -12.4 | 5.1 | 5.7 | 6.5 |
| COc1cc(C2/C(=C(/O)c3ccc(F)cc3)C(=O)C(=O)N2CCCC(=O)O)ccc1O (centres undefined) | -10.0 | -4.9 | -3.7 | -2.6 | -13.4 | 7.3 | 9.6 | -6.8 |
| O=C(O)c1cn(C2CCCCC2)c2ccccc2c1=O | 2.3 | 10.5 | -28.2 | -2.8 | 9.7 | 3.1 | 13.2 | -1.7 |
| COc1cc(/C=C/C(=O)OCC(=O)Nc2ccc3c(c2)OCCO3)ccc1OCC#N | 4.5 | -16.2 | 5.5 | 0.3 | 11.5 | 2.0 | -48.6 | -1.6 |
| N/C(=N\OC(=O)CSc1ccccc1)c1ccncc1 | -62.8 | -3.2 | 2.7 | -33.1 | 4.7 | -0.3 | -57.5 | -13.2 |
| O=C(O)c1cccnc1SCC(=O)C12CC3CC(CC(C3)C1)C2 | -13.5 | 1.0 | -13.2 | 0.1 | -5.9 | 1.4 | -2.7 | -3.8 |
| Cc1cc(NS(=O)(=O)c2ccc(C(C)C)cc2)no1 | 11.4 | 0.4 | -10.7 | -12.8 | -9.8 | -5.6 | 3.6 | 3.1 |
| CC1(C)OC(=O)C(=CNC(CCC(N)=O)C(=O)O)C(=O)O1 (centres undefined) | -9.6 | 8.4 | -0.5 | 6.0 | 6.2 | -0.9 | 21.2 | 4.2 |
| CCOc1ccc(CCNC(=O)COC(=O)c2cc([N+](=O)[O-])ccc2N2CCOCC2)cc1OCC | -5.9 | -11.0 | -0.9 | 8.0 | 11.1 | 8.0 | 15.5 | -10.1 |
| OCc1cnc(SCc2ccccc2)n1Cc1ccccc1 | 7.0 | 0.8 | 5.2 | 4.0 | -0.2 | -2.1 | 8.2 | -1.9 |
| CCOC(=O)C1CCCN(C2=NC(=O)/C(=C/c3ccc(OC)cc3)S2)C1 (centres undefined) | 4.6 | -8.6 | 61.1* | -1.2 | 7.7 | 9.9 | 9.1 | 3.5 |
| Cc1ccc(C2N(c3ccccc3)C(=O)N3CCCN23)cc1 (centres undefined) | 2.1 | 0.7 | 0.7 | -12.7 | 6.1 | 3.0 | -11.4 | -4.7 |
| CCOc1ccc(S(=O)(=O)NCCN2CCOCC2)c2ccccc12 | -15.8 | 2.5 | 7.1 | 2.2 | 0.7 | -15.3 | 3.3 | 0.4 |

Three entries from above, field by field.
SMILES: COc1cc(/C=C/C(=O)OCC(=O)Nc2ccc3c(c2)OCCO3)ccc1OCC#N
  Jurkat NFkB inh = 4.5 | UBC13 inh = -16.2 | EBI2 antag = 5.5 | Gli-Sufu block = 0.3 | CCR6 antag = 11.5 | Apaf-1 inh = 2.0 | 697 NFkB inh = -48.6 | SENP8 block = -1.6
SMILES: CN(C)S(=O)(=O)c1cccc(C(=O)NCC(C)(C)CNC(=O)c2cccc(S(=O)(=O)N(C)C)c2)c1
  Jurkat NFkB inh = -0.2 | UBC13 inh = 9.2 | EBI2 antag = -3.4 | Gli-Sufu block = 17.1 | CCR6 antag = -1.2 | Apaf-1 inh = 7.1 | 697 NFkB inh = 9.7 | SENP8 block = 4.2
SMILES: N/C(=N\OC(=O)CSc1ccccc1)c1ccncc1
  Jurkat NFkB inh = -62.8 | UBC13 inh = -3.2 | EBI2 antag = 2.7 | Gli-Sufu block = -33.1 | CCR6 antag = 4.7 | Apaf-1 inh = -0.3 | 697 NFkB inh = -57.5 | SENP8 block = -13.2
